# EPAC2 antagonist: antagonists of human EPAC2; EPAC2 GEF exchange of Rap1B-BODIPY-GDP, fluorescence; AID 720708; Q8WZA2; Potency, µM (titrated, usually from 114 µM), for inactives: at the highest dose activity, negative = inhibition, actives largely listed as inhibitors; 360,000 tested, 0.18% active; also: % is scaled to controls: 0 for no effect and ±100 for the full control effect; nearly all actives have a fitted effect of over 45% in size; many of its hits are not listed in these tables
# FUS suppressor: rescues growth of FUS-expressing yeast; S. cerevisiae FUS-expressing, growth rescue, OD600, 24 h; Potency, µM (series often up to 76.6 µM), inactives show top-dose growth rescue (activation), usual class: activators; 390,000 tested, 0.24% active;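 also: plate controls were DMSO vehicle for no effect and reference control for full effect; nearly all actives have a fitted effect of over 55% in size; some results filed as inactive show a strong effect at the top dose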
#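 Compound concentration series was pinned onto galactose-induced FUS-expressing yeast seeded at OD 0.005. Plates sat 24hr at 30C; absorbance at 600 nm gave growth. DMSO served as background control.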
# EPAC2 agonist: agonists of human EPAC2 (RAPGEF4). Potency, µM (titrated, usually from 154 µM), for inactives: top-dose activation, most hits filed as activators. AID 720711. EPAC2 activation, biochemical qHTS; response scale: 100% = 6.5 mM cAMP response. Q8WZA2. 360,000 tested, 0.079% active; also: nearly all actives have a fitted effect of over 50% in size
#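 EPAC2 (100 nM) mixed with Rap1B loaded with BODIPY-GDP (250 nM) plus 50 uM unlabeled GDP; compounds pinned in, 5 min RT, then read every 5 min for 30 min (ex 480, em 540 nm). Normalized to cAMP control.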
# PTHR1 ag: agonists of human PTHR1 parathyroid hormone receptor | HEK293 GP2 PTHR1 cells, GloSensor cAMP luminescence, 1 h | Potency, µM (series often up to 115 µM), for inactives: at the top dose activation, hits mostly activators | 410,000 tested, 0.075% active; also: nearly all actives have a fitted effect of over 55% in size; some results filed as inactive show a strong effect at the top dose; inactives centre near -15; many of its hits are not listed in these tables
#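 HEK-293-derived GP2 cells expressing PTHR1 and a GloSensor cAMP reporter, 3,000/well, plated overnight, given luciferin plus IBMX (each 0.5 mM as added) for 1 h at 37 °C, then compound for 1 h at 37 °C. Luminescence was read after 15 min at room temperature.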
# EPAC1 ag: activates human EPAC1 exchange factor | Potency, µM (series often up to 154 µM), inactives show at the top dose activation, actives largely listed as activators | 360,000 tested, 0.073% active | O95398 | EPAC1 agonist qHTS, biochemical assay; response scale: 100% = response to 6.5 mM cAMP; also: nearly all actives have a fitted effect of over 60% in size
# Target sequence (O95398 whole entry, looked up): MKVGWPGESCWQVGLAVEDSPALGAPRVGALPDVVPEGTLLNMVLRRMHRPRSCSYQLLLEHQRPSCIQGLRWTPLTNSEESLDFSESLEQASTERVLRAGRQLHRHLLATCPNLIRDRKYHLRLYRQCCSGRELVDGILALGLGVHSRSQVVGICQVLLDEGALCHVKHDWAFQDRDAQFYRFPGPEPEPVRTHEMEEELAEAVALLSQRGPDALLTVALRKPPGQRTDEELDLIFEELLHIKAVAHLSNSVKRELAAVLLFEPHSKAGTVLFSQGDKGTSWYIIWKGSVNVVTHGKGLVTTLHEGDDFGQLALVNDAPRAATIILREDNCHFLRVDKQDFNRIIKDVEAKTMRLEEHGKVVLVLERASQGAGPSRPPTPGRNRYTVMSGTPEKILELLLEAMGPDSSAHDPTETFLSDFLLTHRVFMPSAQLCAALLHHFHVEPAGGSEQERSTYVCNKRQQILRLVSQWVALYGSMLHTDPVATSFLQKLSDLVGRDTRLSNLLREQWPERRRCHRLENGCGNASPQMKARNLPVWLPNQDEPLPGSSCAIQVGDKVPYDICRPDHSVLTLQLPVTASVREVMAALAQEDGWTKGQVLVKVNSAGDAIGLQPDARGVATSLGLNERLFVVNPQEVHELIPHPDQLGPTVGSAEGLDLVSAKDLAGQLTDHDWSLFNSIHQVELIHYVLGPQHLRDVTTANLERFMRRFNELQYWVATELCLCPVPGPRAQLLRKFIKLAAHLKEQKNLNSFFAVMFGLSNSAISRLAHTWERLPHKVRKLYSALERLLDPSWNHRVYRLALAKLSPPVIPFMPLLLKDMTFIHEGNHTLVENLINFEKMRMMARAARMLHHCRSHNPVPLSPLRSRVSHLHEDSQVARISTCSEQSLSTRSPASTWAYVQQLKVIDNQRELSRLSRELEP
#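 Multi-concentration qHTS readout: loss of Rap1B-bound BODIPY-GDP fluorescence driven by 100 nM EPAC1 with excess GDP (50 uM), monitored kinetically at room temperature; agonist response expressed relative to 6.5 mM cAMP.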
# aSyn yeast inh: inhibitors of alpha-synuclein toxicity in yeast. Yeast expressing alpha-synuclein, growth rescue, BacTiter-Glo, 24 h. 370,000 tested, 0.14% active. Potency, µM (titrated, usually from 46.1 µM), without a hit: at the top dose growth rescue (activation), hits mostly activators. AID 652106; also: % of control where 0% means no effect; nearly all actives have a fitted effect of over 65% in size
#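 Screening used galactose-induced yeast with toxic alpha-synuclein levels, exposed to compound for 24 hr at 30 deg C. Cell growth, read with BacTiter-Glo luminescence, gave the measured signal.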
# EPAC1 antagonist: EPAC1 (human) antagonism. O95398. EPAC1 GEF assay, Rap1b-BODIPY-GDP exchange fluorescence. Potency, µM (highest dose often 115 µM), for the others: at the highest dose activity change, negative = inhibition, most hits filed as inhibitors. 360,000 tested, 0.14% active. AID 720709;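 also: plate controls were vehicle for no effect and positive control for full effect; nearly all actives have a fitted effect of over 50% in size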
# TDP-43 yeast inh: rescues yeast growth from TDP-43 toxicity. 410,000 tested, 1.8% active. TDP-43 expressing yeast growth rescue, BacTiter-Glo, 24 h. Potency, µM (series often up to 46.1 µM), for the others: top-dose growth rescue (activation), most hits filed as activators; also: % of control where 0% means no effect; nearly all actives have a fitted effect of over 50% in size
#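 Yeast cells expressing TDP-43 under galactose induction are exposed to compounds for 24 hr at 30 deg C. BacTiter-Glo luminescence measures growth, so protective compounds score as activators.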
# * = called active by the depositor; i = inactive; ? = inconclusive; . = not tested or not shown; & = joins results of further samples; [ ] = dose if it differs, or a comment. Calls follow the shape of the dose curve; as a rule, active = well fitted curve in the direction sought with a large enough effect; inconclusive = small, poorly fitted or top-dose-only effect, or another doubt; inactive = no such curve, though single readings can be large; an effect the other way counts as inactive or inconclusive. Potency is read from the fitted curve at half-maximal effect. These rows are one share of the data; rates above refer to the full screens.
SMILES,EPAC2 antagonist,FUS suppressor,EPAC2 agonist,PTHR1 ag,EPAC1 ag,aSyn yeast inh,EPAC1 antagonist,TDP-43 yeast inh
CC(C)c1nc2oc3c(N4CCN(C)CC4)ncnc3c2c2c1CCC2,6%,13%,-2%,i,0%,-10%,6%,-10%
O=[N+]([O-])c1ccc(Cl)c(/C=N/N2CCN(c3ccccc3)CC2)c1,8%,23%,5%,i,4%,-13%,10%,-9%
O=C(c1ccncc1)N(Cc1cc2ccccc2[nH]c1=O)C1CCCCC1,15%,23%,0%,-41%[inhibitor][57.5 µM],2%,-2%,14%,-24%
O=C(CN1C(=O)c2ccccc2S1(=O)=O)Nc1ccccc1C(=O)NCc1ccco1,2%,-48%[inhibitor],10%,-3%,-1%,3%,-7%,6%
C[C@H](CO)N1C[C@H](C)[C@H](CN(C)S(=O)(=O)c2ccc(Cl)cc2)OCc2ccccc2-c2c(n(C)c3ccccc23)C1=O,-7%,?,4%,-13%,6%,8%,-29%,16%
CCO[C@H]1OC(C(=O)NCc2ccccc2)=C[C@@H](c2ccccc2)[C@@H]1CCCO,-14%,4%,6%,i,-4%,3%,-3%,10%
Cc1cc(/C=N/NC(=O)CC#N)c(C)n1-c1ccc([N+](=O)[O-])cc1,-1%,18%,6%,i,-5%,9%,10%,12%
CCn1c(=O)n(CC)c2cc(S(N)(=O)=O)ccc21,3%,-17%,6%,i,7%,-15%,2%,21%
CC(C)(C)C(=O)Nc1ccc(-c2cnco2)cc1,0%,1%,0%,i,5%,2%,-12%,3%
CCOC(=O)C1(Cc2cccc(Cl)c2)CCCN(C(=O)C(C)(C)C)C1 (configuration not stated),-11%,31%,-1%,-4%,-2%,2%,-2%,7%
Cc1ccc(S(=O)(=O)CCC(=O)OCC(=O)c2cc(C)ccc2C)cc1,-4%,-15%,6%,-11%,3%,5%,-23%,?
CC1Nc2ncnc(N3CCc4ccccc4C3)c2N(Cc2ccc(Cl)cc2)C1=O (configuration not stated),-11%,37%,4%,20%,-11%,-2%,8%,24%
COc1ccc(NC(=S)NC2CCCC2)c(OC)c1,0%,24%,6%,i,10%,-9%,-23%,-8%
C=CCn1cc(C(=O)NCCCOCC)c(=O)c2cc(S(=O)(=O)N(CC)CC)ccc21,-2%[57.1 µM],39%,5%,-6%[57.5 µM],-3%,-2%,-12%,-15%
CC(=O)Nc1ccc(Oc2nc(-c3cccnc3)nc3sc4c(c23)CCCC4)cc1,13%,0%,0%,i,-4%,-3%,4%,-22%
O=C(Cn1nc(C(=O)O)c2ccccc2c1=O)Nc1nc(-c2ccccc2)cs1,-3%,0%,-1%,i,0%,3%,3%,16%
O=C(O)c1ccc(CSc2nnc(-c3ccc(Cl)cc3)o2)cc1,2%,0%,2%,i,0%,-1%,-8%,17%
CC(=O)COC(=O)C1CCN(S(=O)(=O)c2cc([N+](=O)[O-])ccc2Cl)CC1,-1%,16%,-6%,i,13%,3%,0%,6%
NC(=O)OCC(O)COc1ccc(Cl)cc1 (configuration not stated),5%,-33%,4%,-23%,-21%,-6%,4%,27%
COc1ccccc1NC(=O)COC(=O)CC(C)(C)CC1=NS(=O)(=O)c2ccccc2N1,0%,6%&13%,13%,-40%&-6%[inhibitor],-2%,-2%,?,-17%&25%
COc1ccc(OC)c(C(C)NC(=O)c2ccc(Br)cc2)c1 (configuration not stated),-2%,.,9%,i,-6%,10%,3%,6%
COc1ccc(CC(=O)OCC(=O)Nc2ccc(OC(F)F)cc2)cc1OC,-9%,-10%,24%,-11%,6%,1%,-24%,10%
O=C(NCc1ccncc1)[C@@H]1CCCN1C(=O)[C@H]1CCCN1,9%,-11%,1%,i,-11%,-7%,-12%,8%
CCOC(=O)C1CCCCN1C(=O)c1oc2c(Cl)cc(C)cc2c1C (configuration not stated),?,43%,-3%,-11%,?,7%,-5%,-2%
Cc1cc(=O)[nH]c(N/N=C/c2c(C)oc3ccccc23)n1,2%,16%,-7%,i,4%,2%,6%,-7%
O=[N+]([O-])c1ccc(-c2cn3ccccc3n2)cc1,3%,10%,7%,-19%,-9%,-22%,-10%,-15%
COc1cc(OC)cc(-c2cc(N3C(=O)Nc4ccccc4N3O)n[nH]2)c1,-16%,.,2%,i,-3%,-4%,-17%,17%
c1ccc2c(c1)ncn2-c1ncnc2sc3c(c12)CCCC3,4%,14%,3%,i,-1%,-1%,-3%,0%
Cc1cc(C(=O)NC2CCCCC2)on1,4%,0%,4%,?,-10%,1%,19%,-14%
COCCCNC(=O)Cn1ccc(N)nc1=O,6%,-27%,0%,23%,-3%,-5%,14%,-13%

# One compound at a time, as listed above. Order of values: EPAC2 antagonist, FUS suppressor, EPAC2 agonist, PTHR1 ag, EPAC1 ag, aSyn yeast inh, EPAC1 antagonist, TDP-43 yeast inh
# COc1ccc(OC)c(C(C)NC(=O)c2ccc(Br)cc2)c1 (configuration not stated) across the screens: -2%, ., 9%, i, -6%, 10%, 3%, 6%
# CCOC(=O)C1CCCCN1C(=O)c1oc2c(Cl)cc(C)cc2c1C (configuration not stated) across the screens: ?, 43%, -3%, -11%, ?, 7%, -5%, -2%

# At a glance, 12 of the compounds above:
SMILES,EPAC2 antagonist,FUS suppressor,EPAC2 agonist,PTHR1 ag,EPAC1 ag,aSyn yeast inh,EPAC1 antagonist,TDP-43 yeast inh
CCOC(=O)C1(Cc2cccc(Cl)c2)CCCN(C(=O)C(C)(C)C)C1 (configuration not stated),-11%,31%,-1%,-4%,-2%,2%,-2%,7%
Cc1ccc(S(=O)(=O)CCC(=O)OCC(=O)c2cc(C)ccc2C)cc1,-4%,-15%,6%,-11%,3%,5%,-23%,?
CC1Nc2ncnc(N3CCc4ccccc4C3)c2N(Cc2ccc(Cl)cc2)C1=O (configuration not stated),-11%,37%,4%,20%,-11%,-2%,8%,24%
COc1ccc(NC(=S)NC2CCCC2)c(OC)c1,0%,24%,6%,i,10%,-9%,-23%,-8%
C=CCn1cc(C(=O)NCCCOCC)c(=O)c2cc(S(=O)(=O)N(CC)CC)ccc21,-2%[57.1 µM],39%,5%,-6%[57.5 µM],-3%,-2%,-12%,-15%
CC(=O)Nc1ccc(Oc2nc(-c3cccnc3)nc3sc4c(c23)CCCC4)cc1,13%,0%,0%,i,-4%,-3%,4%,-22%
O=C(Cn1nc(C(=O)O)c2ccccc2c1=O)Nc1nc(-c2ccccc2)cs1,-3%,0%,-1%,i,0%,3%,3%,16%
O=C(O)c1ccc(CSc2nnc(-c3ccc(Cl)cc3)o2)cc1,2%,0%,2%,i,0%,-1%,-8%,17%
CC(=O)COC(=O)C1CCN(S(=O)(=O)c2cc([N+](=O)[O-])ccc2Cl)CC1,-1%,16%,-6%,i,13%,3%,0%,6%
NC(=O)OCC(O)COc1ccc(Cl)cc1 (configuration not stated),5%,-33%,4%,-23%,-21%,-6%,4%,27%
COc1ccccc1NC(=O)COC(=O)CC(C)(C)CC1=NS(=O)(=O)c2ccccc2N1,0%,6%&13%,13%,-40%&-6%[inhibitor],-2%,-2%,?,-17%&25%
COc1ccc(OC)c(C(C)NC(=O)c2ccc(Br)cc2)c1 (configuration not stated),-2%,.,9%,i,-6%,10%,3%,6%

# More structures:
SMILES,EPAC2 antagonist,FUS suppressor,EPAC2 agonist,PTHR1 ag,EPAC1 ag,aSyn yeast inh,EPAC1 antagonist,TDP-43 yeast inh
O=S(=O)(NCCc1ccncc1)c1cc(Br)ccc1F,3%,3%,8%,-4%[57.5 µM],-2%,-10%,9%,7%
CS(=O)(=O)N1CCN(c2ccccc2NC(=O)c2cccs2)CC1,0%,24%,-3%,-15%[57.5 µM],2%,1%,-9%,4%
CCOC(=O)c1c(NC(=O)c2cc3ccccc3c(=O)o2)sc2c1CCC(C)C2 (configuration not stated),.,-9%,.,i,.,6%,.,15%
O=C(Nc1cccc(-c2csc(-c3ccccc3)n2)c1)c1cccs1,-1%,5%,20%,i,13%,-35%[inhibitor],0%,?
CC(=O)c1c(C)[nH]c(C(=O)Nc2ccc(F)cc2F)c1C,0%,2%,-13%,i,6%,1%,-5%,24%
Cn1c(C(=O)NCCCN2CCc3ccccc3C2)cc2c(=O)n(C)c3ccccc3c21,6%,?,19%,3%,8%,-15%,-17%,-18%
Cc1ccc(CNC(=O)c2cc3c(C)nc4ccccc4c3o2)cc1,-7%,9%,9%,-41%[inhibitor],7%,1%,12%,0%
CCCC1NC(=O)c2cc3ccccc3cc2-n2c1nc1ccc(C)cc1c2=O (configuration not stated),-6%,-12%,-8%,-22%,-1%,3%,-15%,0%
CCCCn1c(=O)[nH]c(=O)c2c1nc(-c1ccccn1)n2CC,3%,5%,5%,-4%,5%,-1%,2%,-2%
Nc1nc(COc2ccc(Cl)cc2)cs1,?,-3%,2%,-9%,7%,-11%,0%,6%
Cc1cc(C)c(NC(=O)CSc2ccc(-c3ccccn3)nn2)c(C)c1,7%,-10%&-9%,2%,?,-9%,-8%,0%,21%&-15%
C[C@H]1CN([C@@H](C)CO)C(=O)c2cc(-c3ccccc3F)cnc2O[C@@H]1CN(C)C(=O)NC1CCCCC1,-17%,11%,-6%,-23%,-7%,-4%,-12%,0%
O=C(OCC(=O)N1CCCCC1)c1cc(S(=O)(=O)N2CCOCC2)c(Cl)cc1Cl,5%,5%,-3%,-30%,8%,1%,2%,-15%
Cc1ccc(S(=O)(=O)O/N=C2/CCCc3occc32)cc1,1%,3%,18%,i,6%,-6%,4%,8%
CC1=C(C(=O)OC2CCCCC2)C(c2ccccc2Br)NC(=O)N1 (configuration not stated),?,-17%,9%,-26%,3%,7%,0%,-1%
CCC(Sc1nc2ccncc2[nH]1)C(=O)Nc1cc(Cl)ccc1C (configuration not stated),-10%,-7%&-15%,15%,-2%,1%,-4%,4%,11%&-13%
Cc1ccc(CN(C)C(=O)c2ccccc2NC(=O)c2ccccc2)o1,-5%,-7%,11%,17%,3%,1%,8%,27%
N/C(Cn1cncn1)=N\OC(=O)c1ccc(Cl)cc1,16%,9%,0%,i,-3%,3%,-4%,-3%
O=C(CCc1ccccc1)N=C1SC2CS(=O)(=O)CC2N1c1ccccc1 (configuration not stated),-16%,-2%,5%,i,4%,6%,-6%,11%
O=C(CCCn1cc([N+](=O)[O-])cn1)N1CCCCC1,-2%,-1%,9%,-9%,-10%,0%,16%,3%
COc1cccc(-c2csc(N3CCN(C(=S)Nc4ccc(Cl)cc4)CC3)n2)c1,1%,2%,17%,-11%[57.5 µM],22%,-16%,-5%,19%
N#Cc1ccccc1OCC(=O)OCC(=O)NCc1ccc2c(c1)OCO2,4%,-17%,5%,?,17%,-1%,2%,8%
O=C(NNC(=O)c1ccc(F)cc1F)c1ccc2c(c1)OCO2,-2%,-15%,4%,-14%,9%,-5%,-2%,24%
CC(C)Sc1nc2c(cnn2-c2ccccc2)c(=O)[nH]1,2%,5%,7%,i,-12%,2%,?,11%

# Screening results (PubChem BioAssay)
